# KAT2A inh: GCN5L2 (KAT2A) acetyltransferase inhibition. Q92830. GCN5L2 HAT assay, ThioGlo1 CoA-SH fluorescence. Potency, µM (titrated, usually from 58.9 µM), inactives show at the top dose activity change, negative = inhibition, most hits filed as inhibitors. 390,000 tested, 0.21% active. AID 504327
# Target sequence (Q92830 whole entry, looked up): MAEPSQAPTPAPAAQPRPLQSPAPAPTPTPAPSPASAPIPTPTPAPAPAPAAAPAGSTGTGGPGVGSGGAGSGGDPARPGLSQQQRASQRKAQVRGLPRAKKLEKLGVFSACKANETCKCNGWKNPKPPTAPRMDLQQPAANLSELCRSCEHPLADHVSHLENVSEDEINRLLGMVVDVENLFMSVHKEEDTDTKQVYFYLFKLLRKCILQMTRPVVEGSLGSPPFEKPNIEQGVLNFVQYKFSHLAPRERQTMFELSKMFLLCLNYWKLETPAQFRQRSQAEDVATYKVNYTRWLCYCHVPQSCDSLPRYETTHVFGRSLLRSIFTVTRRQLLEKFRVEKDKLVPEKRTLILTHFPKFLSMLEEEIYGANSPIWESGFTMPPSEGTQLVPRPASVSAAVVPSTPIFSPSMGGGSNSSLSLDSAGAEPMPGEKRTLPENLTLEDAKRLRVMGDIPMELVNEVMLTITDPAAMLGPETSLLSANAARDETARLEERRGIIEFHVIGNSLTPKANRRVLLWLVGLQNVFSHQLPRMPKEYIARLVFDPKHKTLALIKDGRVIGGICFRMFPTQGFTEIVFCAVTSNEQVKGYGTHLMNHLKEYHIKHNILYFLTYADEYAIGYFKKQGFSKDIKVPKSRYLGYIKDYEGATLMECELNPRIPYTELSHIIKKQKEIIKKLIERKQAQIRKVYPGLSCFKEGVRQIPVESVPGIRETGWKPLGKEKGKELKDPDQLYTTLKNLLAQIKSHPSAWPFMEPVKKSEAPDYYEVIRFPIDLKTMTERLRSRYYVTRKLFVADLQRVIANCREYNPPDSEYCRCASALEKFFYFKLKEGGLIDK
#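 Preincubate 20nM GCN5L2 with compound 15 min, RT → add 50uM ThioGlo1 + 75uM H3(1-25) + 70uM acetyl-CoA → read fluorescence 0 and 20 min. Primary qHTS; fluorescent artifacts likely.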
# DT40 TDP1 no CPT: qHTS for Inhibitors of human tyrosyl-DNA phosphodiesterase 1 (TDP1): qHTS in cells in absence of CPT; 420,000 tested, 15% active; DT40 Tdp1-/- hTDP1 cells, no CPT, ATP luminescence, 48 h; AID 686978, 2013; Potency, µM (doses to about 46.2 µM), for the others: top-dose activity change, negative = growth inhibition, most hits filed as inhibitors; note: nearly all actives have a fitted effect of over 55% in size
#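 Cells were dispensed at 400 per well, compounds added by pin tool, plates incubated ≥48 hr at 37 °C, then CellTiter-Glo added for 30 min at room temperature before luminescence reading. Line: DT40 Tdp1-/- complemented with hTDP1; camptothecin omitted.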
# TDP1 inh: TDP1 (human) enzyme inhibition | Q9NUW8 | recombinant TDP1, AlphaScreen DNA substrate cleavage | Potency, µM (titrated, usually from 130 µM), without a hit: at the top dose activity change, negative = inhibition, hits mostly inhibitors | 350,000 tested, 0.28% active; note: nearly all actives have a fitted effect of over 40% in size
#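 Compounds were preincubated with Tdp1 (1 nM final) for 15 min at room temperature before substrate (15 nM final) started a 5 min reaction; beads (10 ug/ml final) were then added for 10 min before AlphaScreen detection.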
# An asterisk follows results filed as active; ? = inconclusive; / = not tested or not shown; & = joins results of further samples; [ ] = remark or other dose. Calls come from the whole dose curve; as a rule, active = well fitted curve in the direction sought with a large enough effect; inconclusive = small, poorly fitted or top-dose-only effect, or another doubt; inactive = no such curve, though single readings can be large; an effect the other way counts as inactive or inconclusive. % is set by controls: 0 for no effect and ±100 for the full control effect; potency is the fitted concentration of half-maximal effect.
SMILES,KAT2A inh,DT40 TDP1 no CPT,TDP1 inh
CCOc1ccc(C(=O)C(C)OC(=O)C2CCN(c3ccc(C(F)(F)F)cn3)CC2)cc1 (centres undefined),-9%,23µM*,-12%[0.505 µM]
CCN(CC(=O)N1CCOCC1)S(=O)(=O)c1cc(Cl)ccc1Cl,1%,7%,1%
CCC(=O)Nc1ccc(N2CCN(S(C)(=O)=O)CC2)cc1,-3%,-3%,3%
O=[N+]([O-])c1ccc(NC(=S)N2CCc3ccccc32)cc1,-18%,-11%,9%
O=C1C=C(c2ccc(O)cc2)C[C@@H](c2ccc3c(c2)OCO3)C1,-4%,?,3%
CCCNC(=O)c1ccc2c(c1)ncn2-c1ccc(C)cc1C,2%,?,3%
Cc1nn(-c2ccccc2)c(Cl)c1/C=C1\SC(=S)N(C)C1=O,-3%,?,-3%
NNC(=O)c1cc2ccccc2cc1NS(=O)(=O)c1ccccc1,3%,7%,/
NCCNS(=O)(=O)c1cccc2cnccc12,/,18µM*,-12%[56.1 µM]
O=C(NNc1c2ccccc2nc2ccccc12)c1ccccc1Cl,1%,?,/
NC(=O)c1ccc(NC(=O)C2CCCC2)cc1,-2%,9%,/
CC(=O)Oc1ccc(-c2cccc(C(=O)OCC(=O)Nc3ccccc3Oc3ccccc3)c2)cc1,32%[activator],18µM*,4%
CN1N=C(c2ccc(Cl)cc2)CC(c2ccc(Cl)cc2)C1=O (centres undefined),-20%,?,-1%
CC1CCCCN1C(=O)Nc1cccc(Cl)c1 (centres undefined),0%,-10%,1%
Cc1ccc2nc(NC(=O)CSc3ncc(C(=O)Nc4ccc(F)cc4)c(=O)n3C)sc2c1,-15%,9%,-3%
O=C(CCOc1ccccc1)N(Cc1cccnc1)c1nc2ccc(F)cc2s1,-4%,?,5%
COc1ccc(N2CCN(c3ncccn3)CC2)cc1,0%,-10%,1%
Cc1cc(C)cc(C(=O)Nc2cccc(-c3nc4ncccc4o3)c2C)c1,0%,-15%,2%
COc1cc(C)c(C(=O)Oc2cc(C)c(C(=O)O)c(O)c2)c(O)c1,-1%,2%,/
O=C1COc2ccc(N3C(=O)c4ccccc4C3=O)cc2N1,-5%,/,-1%

# In a second layout: entries from further up.
# Values run as follows: KAT2A inh, DT40 TDP1 no CPT, TDP1 inh
- NNC(=O)c1cc2ccccc2cc1NS(=O)(=O)c1ccccc1
  3%, 7%, /
- CC(=O)Oc1ccc(-c2cccc(C(=O)OCC(=O)Nc3ccccc3Oc3ccccc3)c2)cc1
  32%[activator], 18µM*, 4%
- O=C(CCOc1ccccc1)N(Cc1cccnc1)c1nc2ccc(F)cc2s1
  -4%, ?, 5%

# Going on with the list.
SMILES,KAT2A inh,DT40 TDP1 no CPT,TDP1 inh
O=C(NCCc1ccccc1)C(=O)NCC1OCCN1S(=O)(=O)c1ccc2c(c1)OCCO2 (centres undefined),2%,-19%,2%
COc1ccccc1NS(=O)(=O)c1ccc(Cl)c(NC(=S)NC(=O)C2CCCC2)c1,-7%,29µM*,0%
CCC(C)C(=O)Nn1c(C2CC2)nc2cc(OC)c(OC)cc2c1=O (centres undefined),-1%,-3%,1%
Cc1nc(N2CCN(Cc3nc4ccccc4[nH]3)CC2)c2oc3ccccc3c2n1,-4%,18µM*,8%
Nc1nc(NC(=O)/C=C\C(=O)O)nn1-c1ccccc1,-2%,-8%,5%
COc1ccc2nc(SCC(=O)N3CCNC3=O)[nH]c2c1,-1%,-7%,2%
O=C1/C(=C/c2ccc(Cl)cc2)NC(=S)N1Cc1cccnc1,-15%,?,/
O=C(Cn1nnc2ccccc21)OCC(=O)c1ccc(Cl)c(Cl)c1,2%,-7%,0%[56.1 µM]
COc1cc(/C=C2/SC(=S)N(CCC(=O)Nc3ccc(C(=O)O)cc3)C2=O)cc(OC)c1OC,?,13%,5%
O=C1CC[C@H](N2C(=O)c3ccccc3C2=O)C(=O)N1,-6%,4%&-13%,?
COCCn1c(C)cc(C(=O)COC(=O)c2ccc(Br)o2)c1C,-2%,-29%,2%
CSc1ccc(/C=C2/C(=N)N3N=C(CC(=O)N4CCCC4)SC3=NC2=O)cc1,-1%,12%,4%
CCOC(=O)c1ccccc1NC(=O)CN1C(=O)c2ccccc2S1(=O)=O,-11%,-13%,4%
CCCc1cc(C(=O)Nc2sc(C)c(C)c2C(=O)OCC)no1,1%,-17%,-7%
CCOc1ccc(S(=O)(=O)N/N=C(\C)c2ccc3c(c2)OCO3)cc1,-7%,2%,2%
O=C1C=C(c2ccc(-c3ccccc3)cc2)C[C@@H](c2ccc3c(c2)OCO3)C1,?,4%,2%
Cc1c(CC(C)C)nc(N)c(C#N)c1-c1ccccc1,0%,?,2%
CSc1ccccc1NS(=O)(=O)c1ccc2c(c1)OCCO2,-5%,-6%,1%
O=C(Nc1cc(-c2ccccc2F)nn1-c1ccccc1)c1ccccc1Br,-9%,21µM*,3%
O=C(/C(=C/c1ccccc1)c1ccccc1)N1CCCCC1,-5%,?,4%
O=C(COC(=O)CNC(=O)c1ccccc1)Nc1ccc(Cl)cn1,-6%,-9%,0%
Fc1ccccc1-n1ncc2c1ncn1nc(Cc3ccccc3)nc21,-2%,-14%,1%
COc1cc(/C=C/C(=O)O)cc(S(=O)(=O)N2CCCc3ccccc32)c1OC,-3%,?,-6%
O=C(Nc1cccc2cccnc12)c1ccc(F)cc1,-7%,?,-1%&5%
Cc1ccc(OCCSc2cc(C)nc(N)n2)cc1,0%,-16%,1%
Cc1ccc2[nH]c3c(c2c1)CN(C)CC3,-5%,-14%,6%
CCCCCC(=O)Nc1nnn(CCC)n1,-2%,9%,4%
CC(C)(C)NC[C@H](O)COc1nsnc1N1CCOCC1,-2%,?,-1%
COc1cccc(C(=O)NC2CC3CCC(C2)N3Cc2ccccc2)c1 (centres undefined),-2%,-1%,/
CC(C)NC(=O)COC(=O)c1cc(Br)ccc1Cl,1%,-26%,-5%
CCOC(=O)N1CCC(NC(=O)c2ccc3c(c2)N(Cc2ccccc2)C(=O)c2ccccc2S3=O)CC1 (centres undefined),0%,-2%,5%
CC(=O)c1cc(CN2CCC(C(=O)Nc3cccc(-c4cscn4)c3)CC2)cs1,-16%,?,2%
O=c1[nH]nc(Cc2ccc(Cl)cc2)c2ccccc12,-6%,?,5%
Cc1ccc(F)c(Oc2cc(NN3CCCCC3)c([N+](=O)[O-])cc2[N+](=O)[O-])c1,-3%,?,/
CCOC(=O)C1CCN(S(=O)(=O)c2ccc3c(c2)N(C(C)=O)CCO3)CC1,-2%,7%,2%
Cc1ccc(OCC(=O)Nc2cc(S(=O)(=O)N3CCCCC3)ccc2C)c([N+](=O)[O-])n1,-7%,-13%,5%
CCc1ccc(S(=O)(=O)Nc2ccc(O)c3ccccc23)cc1,-20%,6.5µM*,/
N#Cc1nc(COc2ccc(Cl)cc2)oc1N1CCCC1,-12%,-27%,10%
CC(=O)OC1CC(OC(C)=O)[C@]2(C)C(CC(OC(C)=O)[C@]3(C)C2CC[C@@]2(C)C(c4ccoc4)OC(=O)C4O[C@]432)C1(C)C (some centres undefined),-7%,?,1%
COc1ccc(S(=O)(=O)Nc2cccc3c2O[C@H](CN(C)CC2CC2)[C@@H](C)CN([C@H](C)CO)C3=O)cc1,-2%,-3%,1%

# In the list so far, four have a COOH group:
SMILES,KAT2A inh,DT40 TDP1 no CPT,TDP1 inh
COc1cc(C)c(C(=O)Oc2cc(C)c(C(=O)O)c(O)c2)c(O)c1,-1%,2%,/
Nc1nc(NC(=O)/C=C\C(=O)O)nn1-c1ccccc1,-2%,-8%,5%
COc1cc(/C=C2/SC(=S)N(CCC(=O)Nc3ccc(C(=O)O)cc3)C2=O)cc(OC)c1OC,?,13%,5%
COc1cc(/C=C/C(=O)O)cc(S(=O)(=O)N2CCCc3ccccc32)c1OC,-3%,?,-6%

# (next part)
SMILES,KAT2A inh,DT40 TDP1 no CPT,TDP1 inh
O=C(NC1CCCCC1)c1cc2nc3c(c(C(F)(F)F)n2n1)CCCC3,0%,21µM*,2%
O=C(Nc1ccccc1Cl)c1ccccc1,-5%,-1%,0%
Cc1cc(NC(=O)C2C3C=CC(C3)C2C(=O)O)no1 (centres undefined),-2%,-1%,?
O=C(Nc1ccccn1)C1CCN(S(=O)(=O)c2ccccc2)CC1,-1%,-17%,-5%
Cc1cc(O)cc(C)c1Cl,6%&-13%,-12%&1%&4%,2%
COc1ccc(-n2ncc3c(NCCCn4ccnc4)ncnc32)cc1,-2%,-13%,9%
Cc1cccc(NC(=O)CSc2nnc(NC(=O)Nc3ccccc3)s2)c1C,-3%,?,-8%
CN(Cc1ccco1)C(=O)c1ccc2c(c1)N(Cc1ccccc1F)C(=O)c1ccccc1S2,-12%,?,0%
CCOc1ccc(OCC)c(S(=O)(=O)NCc2cccnc2)c1,-1%,4%,3%
CCOCc1nnc(NC(=O)c2cccc(OC)c2)s1,2%,-18%,-10%
CN(C)S(=O)(=O)c1cccc(NC(=S)NNC(=O)c2cc3ccccc3cc2O)c1,?,?,9%
C=CCNC(=O)CSc1nc2sc3c(c2c(=O)n1CCC)CCC3,-1%,15µM*,15%
COc1ccccc1CNC(=O)CN1C(=O)c2ccccc2S1(=O)=O,3%,-7%,/
N#CC1(c2c(O)nc3n(c2=O)CCCS3)CCCCC1,-5%,-6%,-6%
COc1ccc(S(=O)(=O)Nc2cccc(-c3ccc4nncn4n3)c2)c(OC)c1,0%,?,-7%
O=C(CN(C(=O)CNC(=O)c1ccco1)c1ccc2c(c1)OCCO2)NC1CCCC1,14%,-3%,-4%
COc1cc(/C=N/Nc2ccc(Cl)nn2)cc(OC)c1O,-7%,11%,/
Cc1ccc(-c2nnn(CC(=O)N(CC(=O)NC3CCCC3)c3cccc(F)c3)n2)o1,-5%,-11%,/
Cc1cc(C)c(/C=C/c2onc(C)c2S(=O)(=O)N2CCC(C(=O)NCc3ccccc3Cl)CC2)c(C)c1,-14%,?,2%
CCOc1ccc(C(=O)NC(=S)Nc2ccc(N3CCOCC3)c(Cl)c2)cc1[N+](=O)[O-],-4%,8.2µM*,0%

# A different layout for some results above:
# Under each structure: KAT2A inh	DT40 TDP1 no CPT	TDP1 inh
O=C(CN(C(=O)CNC(=O)c1ccco1)c1ccc2c(c1)OCCO2)NC1CCCC1
→ 14%	-3%	-4%
Cc1cc(NC(=O)C2C3C=CC(C3)C2C(=O)O)no1 (centres undefined)
→ -2%	-1%	?

# Entries of single compounds from above:
# COc1ccc(S(=O)(=O)Nc2cccc(-c3ccc4nncn4n3)c2)c(OC)c1 reads KAT2A inh = 0%; DT40 TDP1 no CPT = ?; TDP1 inh = -7%
# CCOCc1nnc(NC(=O)c2cccc(OC)c2)s1 reads KAT2A inh = 2%; DT40 TDP1 no CPT = -18%; TDP1 inh = -10%

# (listing goes on)
SMILES,KAT2A inh,DT40 TDP1 no CPT,TDP1 inh
Cc1nc2ccc(NC(=O)c3cncc(Br)c3)cc2s1,1%,?,/
Cc1ccc(OC(=O)CCC(=O)NC(C)c2ccccc2)cc1 (centres undefined),3%,-12%,-1%
COC(=O)COc1cccc2c(=O)n(CC(=O)N3CCCCC3)ccc12,16%,-6%,/
Cc1c(Cl)cnc(NC(=O)COC(=O)/C=C/c2ccco2)c1Cl,?,-2%,?
CCOC(=O)c1c(C)c(C(=O)Nc2ccc3c(c2)OCCO3)c(C)n1CC,0%,11µM*,3%
C=CC[N+]1(CC#CCOC(c2ccccc2)c2ccccc2)CCOCC1,5%,?,3%
COc1ccc2nc(N=Nc3ccc(N(C)C)cc3)sc2c1,-10%,?,10%
NC(=O)c1ccccc1NC(=O)CN1CCOCC1,-2%,1%,5%
CCOC(=O)NC1Cc2ccccc2C1Sc1ccccn1 (centres undefined),0%,5%,/
CC1CCN(S(=O)(=O)c2ccc(NC(=O)c3cccs3)cc2)CC1,-3%,?,4%
O=C(Nc1ccc(N2CCOCC2)cc1)c1ccc2c(c1)OCO2,2%,-28%,6%
O=C(NNC1=C(C(=O)C(F)(F)F)CCC1)c1cccc(O)c1,-1%,?,8%
CCOc1ccc(CCNC(=O)COC(=O)CSc2ccc(C)cc2)cc1OCC,-6%,-4%,0%
Cn1c(N/N=C/c2cccs2)nc2c1c(=O)n(Cc1ccccc1)c(=O)n2C,1%,-27%,3%
CCCc1nnc(NC(=O)C2CCN(C(=O)c3ccco3)CC2)s1,4%,-9%,7%
CN(Cc1cnn(C)c1)C(=O)c1ccc(OC2CCN(CCc3ccccc3)CC2)cc1,-8%,5%,-4%

# Not all compounds are listed; count on the stated rates, not on these rows.
